Runt-CBFb FRET: inhibitors of human RUNX1 Runt domain binding to CBFb; Q01196+Q13951; Cerulean-Runt/Venus-CBFb FRET ratio 530/480, 1 h; inhibition, % at 20 µM; 0.46% of 220,000 active;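 active means inhibition over about 50% at 20 µM in the single-dose screen, limit read from the data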;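 further: 0% = DMSO wells and 100% = excess unlabeled CBFb competitor control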
Target sequence (Q01196 whole entry, looked up, the tested form may be a part): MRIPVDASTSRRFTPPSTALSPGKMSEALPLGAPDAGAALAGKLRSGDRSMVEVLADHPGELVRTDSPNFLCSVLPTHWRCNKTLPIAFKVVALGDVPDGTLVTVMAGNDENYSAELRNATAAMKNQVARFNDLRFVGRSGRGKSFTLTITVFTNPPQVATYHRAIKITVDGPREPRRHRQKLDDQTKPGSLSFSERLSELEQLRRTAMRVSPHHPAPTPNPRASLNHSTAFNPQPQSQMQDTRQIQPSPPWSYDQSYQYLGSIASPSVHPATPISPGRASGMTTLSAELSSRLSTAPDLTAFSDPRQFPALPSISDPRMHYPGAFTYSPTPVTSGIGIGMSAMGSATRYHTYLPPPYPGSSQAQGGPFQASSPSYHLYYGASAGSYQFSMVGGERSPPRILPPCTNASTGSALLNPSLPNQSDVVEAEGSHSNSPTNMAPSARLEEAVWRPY
Target sequence (Q13951 whole entry, looked up, the tested form may be a part): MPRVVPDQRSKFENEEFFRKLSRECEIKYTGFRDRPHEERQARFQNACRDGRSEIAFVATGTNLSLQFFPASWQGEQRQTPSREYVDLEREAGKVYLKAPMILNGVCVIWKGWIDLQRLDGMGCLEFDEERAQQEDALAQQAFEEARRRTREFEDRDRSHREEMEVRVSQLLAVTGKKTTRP
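test system = Cerulean-tagged RUNX1 Runt domain (FRET donor) fusion protein | reagent = Venus-CBFb binding partner, 100 nM | incubation = protein complex preformed 1 h, compound exposure 1 h, room temperature, dark | detection = FRET fluorescence | read-out basis = loss of energy transfer signal | controls = 5 µM unlabeled CBFb as full-inhibition high control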
KLK5 inh: blocks human kallikrein 5 protease activity. Q9Y337. 0.59% of 210,000 active. recombinant hK5, fluorogenic AMC substrate cleavage. AID 873. inhibition, % at 5 µM;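 active means inhibition of 40% or more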;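 further: 0% = enzyme controls without compound and 100% = no-enzyme blanks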
FXIIa inh: inhibitors of human coagulation factor XIIa. P00748. purified FXIIa, Boc-QGR-AMC fluorogenic substrate, 2 h. inhibition, % at 5 µM. 0.3% of 220,000 active; in the data active means inhibition above about 40%;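 further: 0% = enzyme with no compound and 100% = blank without enzyme; many of its hits are not listed in these tables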
FXIa inh 1536: factor XIa (human) inhibition; P03951; inhibition, % at 5 µM; purified FXIa, Boc-Glu-Ala-Arg-AMC fluorogenic substrate; 0.14% of 220,000 active;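 active means inhibition of at least 40%; inactive means inhibition below 40%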;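 further: fluorescence of freed AMC excited at 355 nm; 0% = enzyme without compound and 100% = no enzyme blank; many of its hits are not listed in these tables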
14-3-3 Bad PPI: disrupts binding of bovine 14-3-3 zeta to phospho-Bad peptide; 0.71% of 220,000 active; TR-FRET 14-3-3zeta/Dy647-pBad peptide displacement, 1 h; P63103; inhibition, % at 21.7 µM;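 active means inhibition above about 70%, limit read from the data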;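 further: 0% = full 14-3-3 plus peptide FRET controls and 100% = background without 14-3-3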
Target sequence (P63103 whole entry, looked up): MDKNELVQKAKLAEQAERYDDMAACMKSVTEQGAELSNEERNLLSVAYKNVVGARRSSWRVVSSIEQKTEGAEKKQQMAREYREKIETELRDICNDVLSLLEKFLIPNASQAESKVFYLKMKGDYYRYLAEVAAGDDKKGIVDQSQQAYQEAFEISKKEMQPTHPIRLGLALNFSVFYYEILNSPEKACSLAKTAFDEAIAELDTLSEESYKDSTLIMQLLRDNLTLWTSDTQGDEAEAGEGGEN
thrombin 1536: inhibitors of human thrombin; P00734; AID 1046; 0.26% of 220,000 active; alpha-thrombin, Boc-VPR-AMC fluorogenic substrate cleavage; inhibition, % at 5 µM;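 active means inhibition at or above 40%; inactive means inhibition below 40%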;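 further: 0% = enzyme with no compound and 100% = wells without enzyme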
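Material: human alpha-thrombin enzyme / Medium: pH 7.5 Tris (50 mM) with NaCl 150 mM, Tween 20 0.05% / Compound: single-point dosing at 5 µM, 0.2% DMSO / Incubation: enzyme reaction carried out at room temperature / Detection: AMC fluorescence, 355/460 nm / Read-out basis: percent inhibition scaled between no-compound controls and no-enzyme blanks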
Runt-SMMHC FRET: inhibitors of human RUNX1 Runt domain binding to CBFb-SMMHC; Q01196+Q13951; inhibition, % at 20 µM; Cerulean-Runt/Venus-CBFb-SMMHC FRET ratio 530/480, 1 h; 0.74% of 220,000 active;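 active means mean inhibition across duplicate retests at 20 µM reaching about 50%, limit read from the data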;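 further: 0% = DMSO wells and 100% = wells with excess untagged CBFb-SMMHC; inhibitors lower the FRET ratio by blocking Runt binding to CBFb-SMMHC; some results filed as inactive read as strong as hits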
Hck-Nef inh: blocks Nef-activated human Hck kinase. P08631. Recombinant Hck-YEEI plus Nef, Z-Lyte FRET kinase assay. inhibition, % at 20 µM. 0.68% of 220,000 active;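 active means Hck-Nef kinase inhibition above about 50%, limit read from the data; inactive means inhibition below that limit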;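 further: 0% = DMSO with Hck plus Nef and 100% = Hck alone without Nef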
Wee1 stabilizer: human Wee1 degradation inhibition, primary screen | 1.2% of 220,000 active | P30291 | HeLa Luc-Wee1K328M stability, luciferase luminescence; 100% = proteasome inhibitor MG132 effect | AID 1321 | reporter increase, % at 5 µM;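 active means activation above the mean of all tested compounds plus 3 SD, set per screening run, cut at about 8.8% in these data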;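 further: cells exposed to compound for 20 h before luminescence read; 0% = DMSO alone and 100% = MG132 at 30 µM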
* = called active by the depositor; x = not tested or not shown; [ ] = remark or other dose.

Runt-CBFb FRET	KLK5 inh	FXIIa inh	FXIa inh 1536	14-3-3 Bad PPI	thrombin 1536	Runt-SMMHC FRET	Hck-Nef inh	Wee1 stabilizer	structure
-1.9	4.4	12.7	2.6	0.6	-5.3	1.3	-0.9	-0.8	Cc1nn(-c2ccc(Cl)cc2)c(N)c1C(O)(CSc1nccn1C)C(F)(F)F (stereo not drawn)
-0.5	2.0	-4.2	-1.9	9.7	-3.4	-2.8	2.3	0.8	CCOC(=O)Cn1nc(C)n(-c2ccc(C)cc2)c1=O
-2.2	-4.1	2.1	3.2	3.2	x	-1.9	18.1	0.2	O=C(N/N=C/c1ccccc1C(=O)O)c1ccc(COc2cccc3cccnc23)cc1
-1.5	-3.1	8.5	-4.5	0.2	-3.9	4.3	0.9	0.7	Cc1cccc2cc(CN(CCN3CCCC3)C(=O)NC3CCCCC3)c(=O)[nH]c12
0.7	9.4	-4.2	-4.8	-3.7[fluorescence artefact?]	-2.8	-0.4	1.8	1.4	O=c1c2ccccc2nc(SCc2cccc(F)c2)n1Cc1ccco1
-1.2	0.5	6.2	0.3	-2.2[fluorescence artefact?]	1.2	-1.0	1.2	1.2	O=S(=O)(/N=C(/Nc1cc(N2CCOCC2)ncn1)c1ccccc1)c1ccccc1
-1.1	4.6	8.7	6.6	-8.0	4.0	-1.2	17.8	-1.3	CCOC(=O)C1=C(C)Nc2ccccc2N=C1NC(=O)/C=C/c1ccc(OC)cc1OC
-0.3	0.2	5.9	-3.9	-5.8	-2.5	4.0	24.2	x	NC1=NC[C@H](Cc2ccc(O)cc2)N1CCC12CC3CC(CC(C3)C1)C2
-1.3	5.5	11.5	0.7	-10.5	-3.5	1.3	19.5	-0.5	CC(=O)N1NC(=Nc2ccccc2)SC1(C)C
22.5	-1.5	5.6	0.1	-3.6	-8.4	23.2	3.1	-1.2	N#C/C(=C\c1ccc(C#N)cc1)C(=O)c1ccccc1
-1.5	-0.3	3.8	-2.9	-17.7	-11.7	-0.5	20.9	4.0	CN(CC(=O)N1CCN(c2ccccc2)CC1)S(=O)(=O)c1cccs1
-0.7	-0.2	x	-2.9	-3.1	-6.4	-0.1	-1.4	-0.7	CCOC(=O)c1ccc(NC(=S)Nc2ccc(C)cc2)cc1
-0.7	0.3	7.2	-1.0	4.7	3.0	1.0	1.3	-1.6	CC(O)C(NS(=O)(=O)c1ccc(Cl)cc1)C(=O)OCc1cc([N+](=O)[O-])cc2c1OCOC2 (stereo not drawn)
11.6	-26.1	14.5	4.5	5.4[fluorescence artefact?]	3.6	1.5	9.0	0.5	CN(C)c1ccc(NC(=O)c2sc(SCC(=O)Nc3nccs3)nc2N)cc1
-0.5	-11.0	3.0	-2.2	-15.9	3.1	-1.0	12.5	-1.6	O=C(N/N=C1\CCSC1)c1cc(Cl)ccc1O
-0.5	-12.4	14.1	-0.4	-7.0[fluorescence artefact?]	-0.4	-1.4	8.9	8.0	CC(NC(=O)Nc1ccc2c(c1)OCO2)C1CCCO1 (stereo not drawn)
-2.6	-21.5	5.5	5.2	8.0	-3.6	-7.1	0.9	3.6	Cc1ncc(CSc2nc3ccccc3[nH]2)c(N)n1
48.9	-1.3	6.0	-0.2	7.9	-2.1	80.3*	14.1	1.7	CCCn1nc(NC(=O)c2cccs2)c2cc3cc(C)ccc3nc21
-2.7	-9.3	-4.3	-5.9	61.6[fluorescence artefact?]	-2.5	-0.4	1.1	-0.3	CCN1CCN(CCCCOc2ccccc2F)CC1
-2.4	-25.0	16.4	3.3	-6.9	4.6	1.5	-0.6	-0.2	Cc1ccc(-c2nnc(CSc3nnc(COc4ccccc4)n3-c3ccccc3)o2)cc1
1.2	-2.0	-12.0	-3.3	2.0	3.1	-1.5	-0.8	1.5	O=C(COC(=O)Cc1cn2ccsc2n1)Nc1nc2ccccc2s1
-1.7	4.2	7.8	3.8	-0.1	-1.5	-0.8	55.4*	x	Cc1cn(-c2cc(C(=O)Nc3ccc(C)c(NC(=O)C(=O)c4c[nH]c5ccccc45)c3)cc(C(F)(F)F)c2)cn1
3.6	-2.5	4.1	-0.4	-2.6	-3.4	1.4	35.9	x	COc1ccc(C[C@H]2c3cc(O)c(OC)cc3CC[N+]2(C)[O-])cc1O (stereo partly drawn)
3.7	-18.8	4.5	-2.1	4.7	-6.0	0.0	14.5	-2.0	CCCc1cc(C(=O)NCCc2ccc(OC)c(OC)c2)no1
-0.1	-13.2	4.6	0.5	-13.4	1.0	-2.4	-1.9	17.1*	CC(=O)N(C)c1ccc(N=Nc2c(C)[nH]n(C(N)=S)c2=O)cc1
0.3	3.0	12.2	1.1	-11.7	3.9	3.8	24.7	1.8	COc1ccc(-n2c(=S)[nH]c3cc(C(=O)O)ccc3c2=O)cc1
x	74.1*	33.4	7.2	-8.1	26.1	x	4.5	0.1	CN(C)C(CNC(=O)CSc1nnc(-c2ccco2)o1)c1ccccc1 (stereo not drawn)
-0.3	-12.1	9.1	0.9	2.2	-5.3	-7.6	-3.1	-1.9	O=C(c1cc2nc(-c3ccco3)cc(C(F)(F)F)n2n1)N1CCCc2ccccc21
1.7	-4.0	-3.9	-6.4	20.8[fluorescence artefact?]	-1.0	-5.4	4.5	1.9	O=C(Oc1cccc(NC(=O)c2ccco2)c1)c1cccc(S(=O)(=O)N2CCCCC2)c1
-4.0	-7.8	12.3	-5.0	-1.4	-5.2	3.1	0.2	-2.6	CSc1ncccc1C(=O)OCC(=O)Nc1cc(C(F)(F)F)ccc1N1CCOCC1
25.6	-11.7	5.1	-5.8	-1.7	-8.4	-23.2	-2.0	-2.2	CC(C)OC(=O)c1cc2c(ccn2C)n1CC(=O)N(Cc1ccccc1)c1ccc(F)cc1
1.1	-10.7	3.1	-1.6	-10.0	-0.7	-8.0	18.8	-1.1	COc1cccc(CNCCO)c1OCc1ccccc1
-22.4	-45.9	7.1	2.9	11.4	6.0	-104.5	7.1	-1.9	Cc1ccc(S(=O)(=O)C(C#N)c2nc3ccccc3nc2N2CCCC2)cc1 (stereo not drawn)
-1.6	-5.7	5.5	-2.3	-20.2	5.0	-2.3	11.3	1.7	COc1ccc(C(C)=O)cc1CSc1nc(C)cc(C)n1
-0.6	-17.7	11.5	2.9	-4.3	5.1	-0.4	-3.2	-1.4	COc1ccc(-c2nn(-c3ccccc3)cc2C(=O)N2CCOCC2)cc1
-1.1	-26.3	6.9	6.6	-6.3	1.8	3.8	1.3	6.2	CCOC(=O)C1=NNC2(c3ccc(C)cc3)C(=O)N(c3ccc(Cl)cc3)C(=O)C12 (stereo not drawn)

Some of these compounds in order of the Runt-CBFb FRET value, lowest first:
Runt-CBFb FRET	KLK5 inh	FXIIa inh	FXIa inh 1536	14-3-3 Bad PPI	thrombin 1536	Runt-SMMHC FRET	Hck-Nef inh	Wee1 stabilizer	structure
-1.1	-26.3	6.9	6.6	-6.3	1.8	3.8	1.3	6.2	CCOC(=O)C1=NNC2(c3ccc(C)cc3)C(=O)N(c3ccc(Cl)cc3)C(=O)C12 (stereo not drawn)
-0.6	-17.7	11.5	2.9	-4.3	5.1	-0.4	-3.2	-1.4	COc1ccc(-c2nn(-c3ccccc3)cc2C(=O)N2CCOCC2)cc1
0.3	3.0	12.2	1.1	-11.7	3.9	3.8	24.7	1.8	COc1ccc(-n2c(=S)[nH]c3cc(C(=O)O)ccc3c2=O)cc1

(more compounds)
Runt-CBFb FRET	KLK5 inh	FXIIa inh	FXIa inh 1536	14-3-3 Bad PPI	thrombin 1536	Runt-SMMHC FRET	Hck-Nef inh	Wee1 stabilizer	structure
-0.6	-46.3	16.3	7.7	15.1	1.5	1.4	0.3	4.2	C=CCn1c(COc2ccccc2F)nnc1SCC(=O)N1CC(=O)Nc2ccccc21
-2.9	-18.5	-5.0	1.1	-14.5[fluorescence artefact?]	-6.2	1.6	-0.2	-2.2	O=C(OCc1nnc(-c2ccccc2)o1)c1cn(-c2ccccc2)nc1-c1ccccc1
0.0	-16.0	25.9	25.5	3.1	1.4	1.9	2.4	3.8	CS/C(=N\NC(N)=O)c1ccccc1
0.4	0.4	10.9	-1.6	3.4	-2.9	-1.6	0.5	4.2	CCOc1ccccc1C(=O)Nc1nnc(C(C)C)s1
-16.7	-20.0	-6.2	6.7	25.3	2.2	-18.3	6.5	-0.1	COc1ccc(C(=O)/C(C#N)=N/Nc2ccc([N+](=O)[O-])cc2)cc1
-4.2	-8.1	12.1	7.9	0.4	0.7	6.3	33.7	0.2	O=C(N/C(=C/c1cn(-c2ccccc2)nc1-c1ccccc1)C(=O)N1CCOCC1)c1ccc(Cl)cc1Cl
3.9	-3.0	5.6	-1.2	-3.7	-5.7	0.3	15.4	0.2	O=C(c1cccc([N+](=O)[O-])c1)c1ccc2c(c1)OCCOCCOCCOCCO2
6.5	-6.1	8.3	1.4	-19.1	-14.0	16.5	2.3	-1.5	CCn1c(CCn2c3ccccc3c3ccccc32)n[nH]c1=S
1.1	-1.1	10.9	-1.5	9.2	-4.8	-2.0	0.0	-0.5	O=S(=O)(Nc1ccccc1Cl)c1ccc(F)cc1
0.8	-2.7	3.7	0.5	1.1	0.6	-4.0	9.6	-0.2	CCOC(=O)c1c(C)n(C)c2ccc(OC)c(NC(=O)CN3CCC(C(=O)OCC)CC3)c12
24.7	-13.6	6.9	-2.4	-9.9	6.1	33.6	9.0	-0.7	O=C(Nc1ccc2nc(-c3ccccn3)c(-c3ccccn3)nc2c1)N1CCOCC1
1.1	-7.3	14.0	4.1	2.6	-1.7	3.9	0.7	-0.2	Cc1cccc(C2N(c3nccs3)C(=O)C3CCCN32)c1 (stereo not drawn)
30.7	-2.8	6.6	1.4	-22.3	-9.1	125.5*	3.1	-1.5	Cc1cccc(/C=N/c2sc3c(c2C#N)CCN(Cc2ccccc2)C3)c1O
0.5	-0.8	9.1	-1.0	18.4	-1.4	-12.6	25.8	0.9	COc1cc(/C=C2\SC(=O)N(Cc3ccc(F)cc3)C2=O)cc([N+](=O)[O-])c1O
-0.7	19.0	9.1	-2.3	0.8	-4.6	-2.8	-2.0	-2.2	Cc1cc(C)cc(NC(=O)C/C(N)=N/O)c1
-3.1	-6.5	9.6	-0.6	-13.4	-3.7	0.6	1.7	-1.9	O=C1c2ccccc2C(=O)N1CCCc1c[nH]c2ccccc12

Assay outcomes deposited in PubChem BioAssay by several laboratories.
